Bioassay records as filed in PubChem BioAssay.
TGFb inhibitor = blocks TGF-b signaling. Potency, µM (series often up to 46.1 µM), inactives show at the highest dose activity, negative = inhibition, hits mostly inhibitors. hit rate 1.2% among 410,000. AID 588855. HepG2 CAGA-GFP TGF-b/SMAD3 reporter, GFP fluorescence, 18 h; TGF-beta stimulated, 500 pg/mL final; further: potency means the concentration at half of the fitted maximal effect; on the % scale 0 is the no-effect control and ±100 the full control effect; nearly all actives have a fitted effect of over 65% in size
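Inhibition was scored as loss of TGF-beta-induced (500 pg/mL final, 18 hours, 37 degrees C) GFP in HEPG2 cells carrying a CAGA-GFP reporter, in DMEM with 1% FBS. Well GFP was summed per cell; Activity was normalised to unstimulated and stimulated DMSO wells, then concentration-response fitting.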
Nrf2 ARE act = Nrf2 pathway activation; AREc32 ARE-luciferase reporter (MCF7-derived line), luminescence, 24 h; Potency, µM (series often up to 46.1 µM), without a hit: top-dose activation, hits mostly activators; hit rate 0.31% among 410,000; AID 624171; further: potency means the concentration at half of the fitted maximal effect; % of control where 0% means no effect; nearly all actives have a fitted effect of over 65% in size
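Cells of the AREc32 ARE-luciferase line are plated in OPTI-MEM containing 5% FBS and left overnight at 37 deg C. Compounds are pinned in, incubation continues 24 hr, and firefly luciferase signal is then measured.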
A549 viability = counter-screen for Nrf2 inhibitors: cytotoxicity in A549 cells | A549 ARE-Fluc cells, CellTiter-Fluor viability, 18-24 h | Potency, µM (top dose mostly 46 µM), for the others: at the top dose activity change, negative = cytotoxicity, actives largely listed as inhibitors | hit rate 0.16% among 390,000 | AID 504648; further: potency means the concentration at half of the fitted maximal effect; on the % scale 0 is the no-effect control and ±100 the full control effect
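A549 ARE_Fluc cells in 5% FBS OPTI-MEM were exposed to compounds in concentration-response for 18-24 h at 37 deg C. Viability was read by CellTiter-Fluor fluorescence (Ex 405/Em 525) after 30 min, before the luciferase read.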
EPAC2 ag = EPAC2 (human) agonism. Potency, µM (series often up to 154 µM), for the others: at the highest dose activation, actives largely listed as activators. Q8WZA2. EPAC2 activation, biochemical qHTS; response scale: 100% = 6.5 mM cAMP response. AID 720711. hit rate 0.079% among 360,000; further: potency means the concentration at half of the fitted maximal effect; nearly all actives have a fitted effect of over 50% in size
Target sequence (Q8WZA2 whole entry, looked up): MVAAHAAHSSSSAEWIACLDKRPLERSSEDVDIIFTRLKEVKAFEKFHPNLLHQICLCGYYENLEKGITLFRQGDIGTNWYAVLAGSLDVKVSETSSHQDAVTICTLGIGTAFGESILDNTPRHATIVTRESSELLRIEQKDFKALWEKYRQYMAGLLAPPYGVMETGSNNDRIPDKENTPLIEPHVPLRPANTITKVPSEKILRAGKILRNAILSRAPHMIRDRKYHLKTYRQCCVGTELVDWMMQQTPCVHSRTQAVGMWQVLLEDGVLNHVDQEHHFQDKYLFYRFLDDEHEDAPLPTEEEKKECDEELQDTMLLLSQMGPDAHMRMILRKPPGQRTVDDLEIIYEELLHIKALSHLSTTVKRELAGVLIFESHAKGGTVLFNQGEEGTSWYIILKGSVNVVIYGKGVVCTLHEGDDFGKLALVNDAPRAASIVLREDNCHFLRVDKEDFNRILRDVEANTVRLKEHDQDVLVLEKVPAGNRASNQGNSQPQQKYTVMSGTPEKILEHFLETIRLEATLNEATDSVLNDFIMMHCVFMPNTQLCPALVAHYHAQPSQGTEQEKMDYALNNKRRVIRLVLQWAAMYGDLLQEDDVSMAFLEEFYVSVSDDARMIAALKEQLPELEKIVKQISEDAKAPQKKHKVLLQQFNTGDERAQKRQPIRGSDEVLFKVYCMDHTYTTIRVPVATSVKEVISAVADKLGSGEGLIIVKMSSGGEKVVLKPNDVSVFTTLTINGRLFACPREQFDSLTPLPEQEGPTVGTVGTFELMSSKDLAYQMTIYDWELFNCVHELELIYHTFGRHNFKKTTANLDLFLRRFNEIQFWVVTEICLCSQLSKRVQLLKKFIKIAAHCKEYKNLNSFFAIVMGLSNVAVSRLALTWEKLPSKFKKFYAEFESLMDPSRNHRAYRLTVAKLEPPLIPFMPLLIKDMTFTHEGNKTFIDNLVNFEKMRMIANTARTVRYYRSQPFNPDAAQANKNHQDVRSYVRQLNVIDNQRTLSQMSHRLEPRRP
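Each well held 100 nM EPAC2, 250 nM RAP1B-BODIPY-GDP and 50 uM GDP. Fluorescence, read at 5-min intervals to 30 min, was referenced to a 6.5 mM cAMP positive control.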
Akt phos inh = Akt phosphorylation inhibition. Neuro2A IGF-stimulated pAkt S473 HTRF, 20 min; hits give low values. activity change, % for hits at 50 µM. hit rate 0.32% among 360,000. AID 651550; in the data active means activity change below about -80%; inconclusive means mostly about -51% to -80%; further: on the % scale 0 is the no-effect control and ±100 the full control effect
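Neuro2A cells in DMEM with 0.5% FBS, overnight at 37 deg C, given compound at single 50 µM final, then IGF (6 nM final) for 20 min at 37 deg C. Lysed; phospho-Akt Ser473 by HTRF after 24 h, 665/615 ratio.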
CCT modulator = changes cytosolic chaperonin activity; hit rate 0.3% among 360,000; activity change, % (test concentration not listed), hits read low; purified chaperonin ATPase assay, HTRF ADP detection, 30 min; AID 651819; in the data active means activity change below about -30%; further: on the % scale 0 is the no-effect control and ±100 the full control effect
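TRiC (40 or 20 nM final, by batch activity) in 30 mM Tris pH 7.4, 100 mM KCl, 5 mM MgCl2, 1 mM DTT was treated with compound at 76 uM single dose, then 10 uM ATP, 30 min at 37 °C. ADP was read by HTRF Transcreener.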
MmCpn inh = inhibitors of Methanococcus maripaludis chaperonin (MmCpn). hit rate 0.031% among 330,000. Potency, µM (top dose mostly 76.9 µM), for inactives: at the highest dose activity, negative = inhibition, hits mostly inhibitors. purified Mm-Cpn ATPase, ADP Transcreener TR-FRET. AID 504842; further: potency means the concentration at half of the fitted maximal effect; on the % scale 0 is the no-effect control and ±100 the full control effect; nearly all actives have a fitted effect of over 80% in size
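Inhibition of chaperonin ATP hydrolysis is measured as reduced ADP production, detected by competitive TR-FRET in which signal falls with ADP. Final enzyme 25 nM and ATP 10 uM, reacted 30 min at 37°C.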
EPAC2 antagonist = blocks human EPAC2 exchange factor | EPAC2 GEF exchange of Rap1B-BODIPY-GDP, fluorescence | hit rate 0.18% among 360,000 | Potency, µM (top dose mostly 114 µM), for inactives: at the top dose activity, negative = inhibition, actives largely listed as inhibitors | AID 720708 | Q8WZA2; further: potency means the concentration at half of the fitted maximal effect; on the % scale 0 is the no-effect control and ±100 the full control effect; nearly all actives have a fitted effect of over 45% in size; many of its hits are not listed in these tables
Nrf2 inh = inhibitors of Nrf2 signaling; A549 ARE-Fluc reporter, luciferase luminescence, 18-24 h; hit rate 2.1% among 360,000; AID 504444; Potency, µM (series often up to 46 µM), for the others: at the highest dose activity change, negative = inhibition, usual class: inhibitors; further: potency means the concentration at half of the fitted maximal effect; on the % scale 0 is the no-effect control and ±100 the full control effect; nearly all actives have a fitted effect of over 60% in size
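Nrf2 function is reported as luminescence of an ARE-controlled luciferase in A549 cells. Compounds were tested at several concentrations, and a CellTiter-Fluor read on the same wells flagged cytotoxicity.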
Starred values were filed as active, the others as inactive; i = inactive; ? = inconclusive; / = not tested or not shown; & = joins results of further samples; [ ] = another dose, or the depositor's remark. Unless noted, the call rests on the fitted dose curve; in most records, active means well fitted curve in the direction sought with a large enough effect; inconclusive means small, poorly fitted or top-dose-only effect, or another doubt; inactive means no such curve, though single readings can be large; an effect the other way counts as inactive or inconclusive.

Structure	TGFb inhibitor	Nrf2 ARE act	A549 viability	EPAC2 ag	Akt phos inh	CCT modulator	MmCpn inh	EPAC2 antagonist	Nrf2 inh
O=C(NC1CCCCC1)c1cc([N+](=O)[O-])[nH]n1	0.0%	2.9%	-20.0%	0.8%	i	2.5	0.5%	14.1%	18.8%
CCCCCCn1c(=O)n2n(c1=O)C[C@]1(OC(=O)NC3CCCC3)CN(S(=O)(=O)c3ccc(C)cc3)C[C@]1(O)C2	?	5.5%	/	-8.0%	i	0.1	/	0.0%	/
COc1ccc(C)cc1S(=O)(=O)NCCC1=CCCCC1	-25.6%	0.3%	-1.5%	18.8%	i	1.3	1.4%	9.1%	-4.1%
O=C(CSc1nnc(NC2CC2)s1)NN1C(=O)NC2(CCCCC2)C1=O	-1.2%	0.3%	-3.4%	2.2%	i	-0.9	-2.1%	-1.4%	-7.0%
O=C(CCc1nnc(Cc2cccc(C(F)(F)F)c2)o1)NCCc1ccccc1F	1.4%	3.8%	9.7%	2.3%	i	-2.0	1.2%	-16.9%	?
CCc1ccc(NC(=O)N[C@H](C(=O)O)C(C)CC)cc1 (some centres undefined)	-17.8%	-0.1%	-3.5%	2.8%	i	0.8	0.6%	-5.2%	-6.9%
Cc1ccccc1N(CC(=O)NCCc1ccccc1)C(=O)c1csnn1	-13.8%	-0.7%	-10.0%	2.9%	i	-1.0	0.1%	0.8%	3.4%
O=C(NN1C(=O)C2C3C=CC(C4CC34)C2C1=O)c1ccccc1Cl (centres undefined)	-0.3%	-0.6%	2.1%	1.3%	i	-0.9	0.2%	0.9%	-9.9%

Structure	TGFb inhibitor	Nrf2 ARE act	A549 viability	EPAC2 ag	Akt phos inh	CCT modulator	MmCpn inh	EPAC2 antagonist	Nrf2 inh
COc1cccc(C(=O)Nc2ccc(NC(=O)C3CC3)nc2)c1	27.8%	-0.6%	4.3%	6.3%	i	-2.8	-2.3%	6.6%	2.3%
CCOC(=O)Cn1c(=O)c2c(nc(Br)n2CC(=O)OCC)n(C)c1=O	0.0%	3.3%	-1.7%	2.0%	i	-1.5	-0.4%	7.9%	/
COC(=O)/C=C/COc1ccccc1[N+](=O)[O-]	13.4%	?	-2.3%	-6.3%	i	-1.6	0.9%	2.5%	4.7%
Cc1ccc(NC2=NC(=S)N(CC#N)C23CCCCC3)cc1	-2.8%	0.5%	-2.0%	-3.8%	i	-1.5	-0.3%	-6.8%	2.1%
CCOc1ccc(C2CC(c3ccc(CC)cc3)n3nc(N)nc3N2)cc1 (centres undefined)	-2.7%	1.0%	8.3%	-2.4%	i	0.8	0.4%	-6.1%	11.3%
O=C(Nn1cnnc1)c1ccc(OC(F)(F)C(F)C(F)(F)F)cc1 (centres undefined)	8.3%	0.4%	3.5%	-11.1%	i	-0.1	-1.7%	1.2%	9.4%
Cc1ccc(-c2nc(CS(=O)CC(=O)NCCCc3ccccc3)c(C)o2)cc1 (centres undefined)	?	2.7%	-2.7%	0.3%	i	-0.1	-4.5%	-10.8%	4.0%
Cc1ccc(C(O)(C(=O)NNc2ccc3ccccc3n2)c2ccc(C)cc2)cc1	-5.1%&-8.7%	-0.8%	1.6%&2.7%	-9.9%&-13.0%	i	2.1&0.1	-2.8%&-0.6%	7.8%&8.3%	13.4%&-29.4%

Structure	TGFb inhibitor	Nrf2 ARE act	A549 viability	EPAC2 ag	Akt phos inh	CCT modulator	MmCpn inh	EPAC2 antagonist	Nrf2 inh
COC(=O)c1cc(OC)c(OC)cc1NC(=S)NC(=O)c1ccco1	0.1%	5.1%	-2.8%	-1.1%	i	-0.6	0.0%	-6.9%	-22.0%
CCN(CC(=O)Nc1ccc2c(c1)OC(F)(F)O2)Cc1nc2ccccc2c(=O)[nH]1	0.7%	0.2%	-6.9%	-11.0%	i	-2.1	0.6%	-5.5%	/
COc1ccc(C(=O)COC(=O)CCCC(=O)Nc2cc(C(F)(F)F)ccc2Cl)cc1	0.0%	-1.2%	-2.2%	/	/	/	/	/	1.5%
COc1ccc(N2C(=O)CC(N3CCN(c4ccc(C(=O)c5cccnc5)cc4)CC3)C2=O)cc1 (centres undefined)	-9.2%	0.3%	-3.3%	9.5%	i	0.0	3.2%	-2.7%	1.3%
Cc1cnc(CNC(=O)c2ccc3oc(Cc4ccccc4)nc3c2)[nH]1	9.0%	-0.5%	8.4%	9.2%	i	-0.4	3.1%	2.1%	-9.1%
Cc1nn(-c2ccccc2)c(N)c1C1(O)C(=O)Nc2ccc([N+](=O)[O-])cc21 (centres undefined)	0.6%	-0.5%	13.8%	9.5%	i	-0.8	0.8%	-0.4%	?
COc1ccc(C2C(C(=O)c3sc(C)nc3C)=C(O)C(=O)N2CCCn2ccnc2)cc1 (centres undefined)	0.0%	0.7%	-3.8%	-2.1%	i	0.9	/	-0.3%	?
COc1cccc(S(=O)(=O)NCc2ccc(C(=O)N3CCN(Cc4ccccc4)CC3)cc2)c1	0.0%	0.6%	-7.2%	2.7%	i	0.0	-2.4%	-4.6%	?

Structure	TGFb inhibitor	Nrf2 ARE act	A549 viability	EPAC2 ag	Akt phos inh	CCT modulator	MmCpn inh	EPAC2 antagonist	Nrf2 inh
C/C(=N\NC(=O)C(=O)Nc1ccc(C)cc1)c1ccncc1	-7.8%	-0.3%	-2.5%	12.9%	i	-0.8	0.2%	0.0%	-13.8%
O=C(Nc1cccc(S(=O)(=O)N2CCCC2)c1)c1ccncc1	-14.5%	0.0%	-7.7%	-2.8%	i	0.1	-0.4%	5.2%	?
CCOc1c(Nc2cccc(Cl)c2)c(=O)c1=O	0.8%	0.1%	-5.1%	-5.8%	i	-10.0	-0.5%	-22.4%	-4.3%
CC(C)NC(=S)NN(c1ccccc1)c1ccccc1	8.7%	3.4%	12.7%	-5.7%	i	1.2	2.0%	13.6%	-5.4%
Cc1cc(=O)oc2cc(OC(C)C(=O)NCC3CCC(C(=O)O)CC3)c(Cl)cc12 (centres undefined)	-3.7%	0.6%	6.8%	2.9%	i	-0.4	2.4%	22.4%	16.1%
COCCCNC(=S)NC1CC2CCC(C1)N2Cc1ccccc1 (centres undefined)	-3.0%	4.4%	12.1%	19.4%	i	-5.2	1.4%	4.1%	-1.6%
COc1cc(C(=O)NCc2ccc(OCCN(C)C)cc2)cc(OC)c1OC	35.6%	2.9%	-6.0%	1.3%	i	0.6	0.1%	8.9%	-2.3%
O=C(Nc1cc(C(F)(F)F)ccc1-n1cncn1)c1ccc(Br)cc1	0.0%	-0.7%	-4.4%	-11.0%	i	-4.7	-0.7%	-2.2%[57.1 µM]	-22.8%

Structure	TGFb inhibitor	Nrf2 ARE act	A549 viability	EPAC2 ag	Akt phos inh	CCT modulator	MmCpn inh	EPAC2 antagonist	Nrf2 inh
COc1ccccc1NS(=O)(=O)c1cc(C(=O)NCc2cccnc2)ccc1C	7.8%	2.4%	0.0%	6.3%	i	-2.6	1.9%	-1.9%	?
COc1cccc(NC(=O)COc2ncnc3sc(C)c(C)c23)c1	5.5%	2.7%	-2.1%	-19.7%	i	0.8	0.5%	0.0%[57.1 µM]	-0.5%
Cc1ccc(Cn2c(=O)c3c(nc4n3CCN4c3cc(C)cc(C)c3)n(C)c2=O)cc1	7.1%	0.0%	-0.5%	/	/	/	/	/	-8.3%
C(#CCN1CCCC1)CC(c1ccccc1)c1ccccc1	?	4.2%	-21.2%	6.9%	i	0.6	-1.1%	-1.3%	2.9%
Cc1noc(C)c1COc1cccc(C(=O)NCCc2c[nH]c3ccccc23)c1	-19.7%	0.0%	-8.6%	15.9%	i	2.2	0.5%	6.6%	-14.2%
CC1(C(=O)Nc2ccc(Cl)c(Cl)c2)CCN1C(=O)Cc1ccc(-c2ccccc2)cc1 (centres undefined)	-28.4%	1.1%	/	3.5%	i	1.6	/	13.1%	/
COc1ccccc1C/C(N)=N/OC(=O)COc1cccc(C)c1	-6.6%	0.3%	8.6%	9.4%	i	1.4	-1.9%	-2.4%	-22.7%
CCOc1ccc(-c2c(C)nn3c(C)c(C(=O)Nc4cccc(Cl)c4C)cnc23)cc1OCC	-3.2%	-1.0%	-1.6%	/	/	/	/	/	-28.3%
COc1ccc(NC2=CC(=O)N(C)C2=O)cc1	-2.6%	0.0%	2.7%	-13.9%	i	-2.1	2.0%	7.0%	?
c1cncc(C(c2nnnn2C2CCCC2)N2CCCC2)c1 (centres undefined)	-14.3%	0.0%	8.9%	6.6%	i	1.7	-0.1%	-0.3%	10.1%

Grouped by structure: the compounds so far containing a nitro group on carbon
Structure	TGFb inhibitor	Nrf2 ARE act	A549 viability	EPAC2 ag	Akt phos inh	CCT modulator	MmCpn inh	EPAC2 antagonist	Nrf2 inh
O=C(NC1CCCCC1)c1cc([N+](=O)[O-])[nH]n1	0.0%	2.9%	-20.0%	0.8%	i	2.5	0.5%	14.1%	18.8%
COC(=O)/C=C/COc1ccccc1[N+](=O)[O-]	13.4%	?	-2.3%	-6.3%	i	-1.6	0.9%	2.5%	4.7%
Cc1nn(-c2ccccc2)c(N)c1C1(O)C(=O)Nc2ccc([N+](=O)[O-])cc21 (centres undefined)	0.6%	-0.5%	13.8%	9.5%	i	-0.8	0.8%	-0.4%	?

This is a subset, so the mix of outcomes need not match the whole.
